Mtb BioA inh: BioA (M. tuberculosis) enzyme inhibition | actives 0.096% (n = 360,000) | purified M. tuberculosis BioA enzyme, plate reader | inhibition, % at 9.99 µM; in the data active = inhibition above about 40%
* = called active by the depositor.

SMILES	Mtb BioA inh
C[C@@H]1CN([C@@H](C)CO)S(=O)(=O)c2ccc(C#Cc3ccc(F)cc3)cc2O[C@H]1CN(C)S(=O)(=O)c1ccc(F)cc1	3.9
CCCNC(=O)C[C@H]1CC[C@H]2[C@H](COc3ccc(NC(=O)Nc4ccccc4)cc3C(=O)N2C)O1	2.7
CC(C)NC(=O)Nc1ccc2c(c1)C(=O)N([C@@H](C)CO)C[C@@H](C)[C@@H](CN(C)C(=O)Cc1ccccc1)OCCCC[C@@H](C)O2	11
COCCNC(=O)C[C@@H]1CC[C@@H]2[C@@H](COc3ccc(NC(=O)Nc4ccccc4)cc3C(=O)N2C)O1	4.6
CO[C@@H]1CN(C)C(=O)c2cc(NC(C)=O)ccc2OC[C@H](C)N(C(=O)C2CCOCC2)C[C@H]1C	-1.0
COC(=O)C[C@@H]1CC[C@@H]2[C@H](COC[C@@H](O)CN2S(=O)(=O)c2ccccc2C)O1	0.6
COc1ccc(NC(=O)Nc2ccc3c(c2)C(=O)N([C@@H](C)CO)C[C@@H](C)[C@@H](CN(C)C(=O)CCC(F)(F)F)OCCCC[C@H](C)O3)cc1	-4.9
COc1cccc(C(=O)Nc2ccc3c(c2)OC[C@H](C)N(CCc2ccccc2)C[C@H](C)[C@@H](OC)CN(C)C3=O)c1	-2.9
O=C(CN1CCOCC1)N1CCCCN2[C@H](CO)[C@H](c3ccc(-c4ccccc4)cc3)[C@H]2C1	-0.2
C[C@@H]1CN([C@H](C)CO)C(=O)CCCn2nncc2CO[C@@H]1CN(C)Cc1ccccc1C(F)(F)F	1.3
Cc1ccc(S(=O)(=O)N(C)C[C@H]2Oc3ccc(NC(=O)Cc4ccccc4)cc3C(=O)N([C@@H](C)CO)C[C@@H]2C)cc1	-1.0
C[C@H]1CCCCO[C@@H](CN(C)S(=O)(=O)c2ccc(Cl)cc2)[C@@H](C)CN([C@@H](C)CO)C(=O)c2cc(NS(C)(=O)=O)ccc2O1	-0.8
C[C@H](CO)N1C[C@H](C)[C@H](CN(C)C(=O)c2ccccc2)OCCCC[C@H](C)Oc2ccc(NC(=O)CCCCCC(=O)Nc3ccccc3N)cc2C1=O	-1.2
CCC(=O)Nc1ccc2c(c1)C(=O)N(C)C[C@@H](OC)[C@H](C)CN(C(C)=O)[C@H](C)CO2	-2.1
O=C(C[C@@H]1C[C@@H]2c3cc(NC(=O)Cc4ccncc4)ccc3O[C@@H]2[C@@H](CO)O1)NCC1CC1	0.3

Next part, starting with the last 2 of the part before.
SMILES	Mtb BioA inh
CCC(=O)Nc1ccc2c(c1)C(=O)N(C)C[C@@H](OC)[C@H](C)CN(C(C)=O)[C@H](C)CO2	-2.1
O=C(C[C@@H]1C[C@@H]2c3cc(NC(=O)Cc4ccncc4)ccc3O[C@@H]2[C@@H](CO)O1)NCC1CC1	0.3
CCC(=O)N(C)C[C@@H]1Oc2cc(-c3ccccc3C)ccc2S(=O)(=O)N([C@H](C)CO)C[C@H]1C	2.5
CC(C)CC#Cc1cnc2c(c1)C(=O)N([C@@H](C)CO)C[C@@H](C)[C@H](CN(C)Cc1ccccn1)O2	-2.5
CCCN1C[C@@H](C)[C@@H](OC)CN(C)C(=O)c2cc(NS(=O)(=O)CC)ccc2OC[C@H]1C	-2.6
COc1ccc(CN(C)C[C@H]2Oc3ccc(NC(=O)Nc4cccc5ccccc45)cc3CC(=O)N([C@@H](C)CO)C[C@H]2C)cc1	-0.7
C[C@@H]1CCCCO[C@@H](CN(C)C(=O)Nc2cccc3ccccc23)[C@H](C)CN([C@@H](C)CO)C(=O)c2cc(NC(=O)Nc3ccc(C(F)(F)F)cc3)ccc2O1	0.0
CNC[C@@H]1Oc2ncc(-c3ccccc3F)cc2C(=O)N([C@@H](C)CO)C[C@@H]1C	-0.9
CNC[C@@H]1Oc2c(NC(=O)C3CC3)cccc2C(=O)N([C@H](C)CO)C[C@H]1C	0.3
CN1CCN(C(=O)C[C@@H]2C=C[C@@H](NC(=O)Cc3ccccn3)[C@@H](CO)O2)CC1	1.7
C[C@H](CO)N1C[C@H](C)[C@H](CN(C)S(C)(=O)=O)Oc2cc(-c3ccc(F)cc3)ccc2S1(=O)=O	-1.5
CCN(C[C@H]1[C@H](c2ccccc2)[C@@H](CO)N1C(=O)C1CC1)C(=O)NC1CCCC1	-3.6
O=C(CC1CC1)N1CC[C@@H]2[C@@H](CO)Nc3ccc(-c4ccccc4)cc3[C@@H]21	12
CCCN1[C@@H]2c3ccc(-c4ccccc4OC)c(=O)n3C[C@@H]2[C@@H](CO)[C@@H]1C(=O)OC	-0.7
O=C(Nc1cc(F)ccc1F)N1C[C@@H]2[C@H](c3ccccc31)[C@@H](CO)N2Cc1ccncc1	4.3
COc1cccc(C(=O)Nc2ccc3c(c2)C(=O)N(C)C[C@H](OC)[C@@H](C)CN(C)[C@H](C)CO3)c1	-2.2
CO[C@H]1CN(C)C(=O)c2ccc(NC(=O)C3CCOCC3)cc2OC[C@H](C)N(Cc2cccnc2)C[C@H]1C	-0.6

7 structures from above, arranged by SMILES length, descending.
SMILES	Mtb BioA inh
CO[C@H]1CN(C)C(=O)c2ccc(NC(=O)C3CCOCC3)cc2OC[C@H](C)N(Cc2cccnc2)C[C@H]1C	-0.6
CCCN1[C@@H]2c3ccc(-c4ccccc4OC)c(=O)n3C[C@@H]2[C@@H](CO)[C@@H]1C(=O)OC	-0.7
CCCN1C[C@@H](C)[C@@H](OC)CN(C)C(=O)c2cc(NS(=O)(=O)CC)ccc2OC[C@H]1C	-2.6
O=C(Nc1cc(F)ccc1F)N1C[C@@H]2[C@H](c3ccccc31)[C@@H](CO)N2Cc1ccncc1	4.3
CCN(C[C@H]1[C@H](c2ccccc2)[C@@H](CO)N1C(=O)C1CC1)C(=O)NC1CCCC1	-3.6
O=C(CC1CC1)N1CC[C@@H]2[C@@H](CO)Nc3ccc(-c4ccccc4)cc3[C@@H]21	12
CNC[C@@H]1Oc2c(NC(=O)C3CC3)cccc2C(=O)N([C@H](C)CO)C[C@H]1C	0.3

The listing continues:
SMILES	Mtb BioA inh
CN1C(=O)c2cc(NC(=O)c3ccc(F)c(F)c3)ccc2OC[C@@H]2O[C@H](CC(=O)N3CCCCC3)CC[C@H]21	4.6
C[C@H](CO)N1C[C@H](C)[C@H](CN(C)Cc2ccc3c(c2)OCO3)Oc2c(NC(=O)Nc3ccccc3)cccc2C1=O	3.8
C[C@@H]1CCCCO[C@@H](CN(C)S(C)(=O)=O)[C@@H](C)CN([C@H](C)CO)C(=O)c2cc(NS(=O)(=O)c3cccs3)ccc2O1	16
COc1cccc(NC(=O)N(C)C[C@@H]2Oc3ncc(/C=C/c4ccccc4)cc3C(=O)N([C@@H](C)CO)C[C@H]2C)c1	6.1
C[C@@H]1CN([C@@H](C)CO)C(=O)Cc2cc(NS(=O)(=O)c3cccs3)ccc2O[C@H]1CN(C)C(=O)Nc1cccc2ccccc12	0.3
COc1ccc(CN(C)C[C@H]2Oc3ccc(NC(=O)CCCCCC(=O)Nc4ccccc4N)cc3CC(=O)N([C@H](C)CO)C[C@H]2C)cc1	-1.9
CCNC(=O)C[C@H]1CC[C@H]2[C@@H](COc3ccc(NC(=O)Cc4ccccc4)cc3C(=O)N2C)O1	-0.4
COc1ccc(NC(=O)N(C)C[C@H]2OCCCC[C@@H](C)Oc3ccc(NC(=O)Nc4ccc(F)cc4)cc3C(=O)N([C@H](C)CO)C[C@H]2C)cc1	-1.8
COc1ccc(NC(=O)N(C)C[C@H]2OCCCC[C@@H](C)Oc3ccc(NS(=O)(=O)c4ccc(Cl)cc4)cc3C(=O)N([C@H](C)CO)C[C@H]2C)cc1	-0.1
O=C(N[C@@H]1CC[C@H](CC(=O)N2CCc3ccccc3C2)O[C@H]1CO)C1CCC1	0.2
C[C@H]1CN([C@@H](C)CO)C(=O)Cc2cc(NC(=O)CCC(F)(F)F)ccc2O[C@@H]1CN(C)C(=O)Nc1ccc2c(c1)OCO2	-0.1
Cc1noc(C)c1NC(=O)N(C)C[C@@H]1OCCCC[C@@H](C)Oc2ccc(NC(=O)C3CCCCC3)cc2C(=O)N([C@H](C)CO)C[C@@H]1C	-0.5
C[C@@H]1CN([C@@H](C)CO)C(=O)Cc2cc(NC(=O)Cc3cn(C)c4ccccc34)ccc2O[C@H]1CN(C)C	1.7
N#C[C@@H]1[C@@H](c2ccc(-c3ccccc3F)cc2)[C@H](CO)N1C(=O)C1CC1	20
COc1ccc(NC(=O)Nc2ccc3c(c2)C(=O)N([C@@H](C)CO)C[C@H](C)[C@@H](CN(C)Cc2ccc(C(F)(F)F)cc2)OCCCC[C@H](C)O3)cc1	-1.2

The list continues.
SMILES	Mtb BioA inh
CNC[C@H]1Oc2ccc(NC(=O)Nc3cccc4ccccc34)cc2CC(=O)N([C@@H](C)CO)C[C@@H]1C	-2.0
O=C(C[C@@H]1CC[C@@H](NC(=O)c2cnccn2)[C@@H](CO)O1)NCc1ccccc1F	-2.1
CN(C)C(=O)C[C@H]1C[C@H]2c3cc(NC(=O)Nc4ccccc4F)ccc3O[C@H]2[C@H](CO)O1	-0.8
C[C@H](CO)N1C[C@H](C)[C@H](CN(C)Cc2ccc(C(=O)Nc3ccccc3N)cc2)Oc2c(NS(=O)(=O)c3cccs3)cccc2C1=O	-1.8
COc1cccc(NC(=O)N[C@@H]2CC[C@H](CC(=O)N3CCCCC3)O[C@H]2CO)c1	-1.1
C[C@@H]1CN([C@@H](C)CO)C(=O)Cc2cc(NS(=O)(=O)c3ccc(F)cc3)ccc2O[C@H]1CN(C)CC1CCCCC1	-4.5
O=C(C[C@@H]1CC[C@H]2[C@@H](COC[C@H](O)CN2Cc2cccc(-c3ccncc3)c2)O1)N1CCN(c2ccccc2)CC1	0.3
C[C@H](NC(=O)C[C@H]1C[C@H]2c3cc(NC(=O)CN(C)C)ccc3O[C@H]2[C@@H](CO)O1)c1ccccc1	-0.2
COCC(=O)N(C)C[C@H]1Oc2cc(C#CCC3CCCC3)ccc2S(=O)(=O)N([C@H](C)CO)C[C@@H]1C	6.1
O=C(C[C@@H]1CC[C@@H]2NC[C@@H](O)COC[C@H]2O1)N1CCc2ccccc2C1	-1.6
CO[C@@H]1CN(C)C(=O)c2cc(NC(=O)Nc3cccc(F)c3)ccc2OC[C@@H](C)NC[C@@H]1C	7.9
CC(C)CC#Cc1ccc2c(c1)O[C@H](CN(C)C(=O)c1cccc(F)c1)[C@@H](C)CN([C@@H](C)CO)S2(=O)=O	-0.3
Cc1ccc(-c2ccc3c(c2)O[C@@H](CN(C)C(=O)CN(C)C)[C@@H](C)CN([C@@H](C)CO)S3(=O)=O)cc1	-0.7
CCCNC(=O)C[C@@H]1CC[C@@H]2[C@H](COc3ccc(NC(=O)c4cccc(F)c4)cc3C(=O)N2C)O1	12
Cc1cccc(S(=O)(=O)N2C[C@H]3[C@@H](c4ccccc42)[C@H](CO)N3CC2CCOCC2)c1	-3.8

(cont.)
SMILES	Mtb BioA inh
COc1cccc(NC(=O)N[C@H]2C=C[C@@H](CC(=O)NCc3ccccn3)O[C@@H]2CO)c1	-2.7
CNC[C@H]1OCCCC[C@@H](C)Oc2ccc(NS(=O)(=O)c3ccccc3)cc2C(=O)N([C@@H](C)CO)C[C@H]1C	-2.2
O=C(C[C@H]1C=C[C@H](NC(=O)C2CCOCC2)[C@H](CO)O1)NCC1CC1	1.2
C[C@H](CO)N1C[C@H](C)[C@H](CN(C)Cc2cccc3c2OCCCO3)OCc2ccccc2-c2ccccc2C1=O	4.0
COc1ccc(CN(C)C[C@@H]2OCCCC[C@H](C)Oc3ccc(NC(=O)Nc4ccc5c(c4)OCO5)cc3C(=O)N([C@@H](C)CO)C[C@@H]2C)cc1	-0.6
O=C(C1CCCC1)N1CCCCN2[C@H](C1)[C@H](c1ccc(-c3ccncc3)cc1)[C@@H]2CO	-2.8
COc1ccc(NC(=O)N(C)C[C@H]2Oc3ccc(NC(=O)C4CC4)cc3C(=O)N([C@@H](C)CO)C[C@@H]2C)cc1	0.3
C[C@H]1CN([C@@H](C)CO)C(=O)c2cccc(NC(=O)C3CCCCC3)c2O[C@@H]1CN(C)S(=O)(=O)c1ccc(F)cc1	0.9
Cc1ccccc1S(=O)(=O)NCC[C@H]1CC[C@H](NC(=O)Nc2cccc(F)c2)[C@@H](CO)O1	2.5
O=C(Nc1ccc(F)cc1)N[C@H]1C=C[C@H](CC(=O)N2CCCCC2)O[C@H]1CO	0.7
N#C[C@H]1[C@H](c2ccc(C#CCC3CCCC3)cc2)[C@H](CO)N1C(=O)CN1CCOCC1	2.4
C[C@@H]1CCCCO[C@H](CN(C)C(=O)c2ccccc2)[C@@H](C)CN([C@@H](C)CO)C(=O)c2cc(NC(=O)C3CCCCC3)ccc2O1	0.6
C[C@H](CO)N1C[C@H](C)[C@@H](CN(C)C(=O)Cc2ccccc2)OCCCC[C@H](C)Oc2ccc(NC(=O)c3ccncc3)cc2C1=O	0.4
O=C([C@H]1[C@H](CO)[C@H]2Cn3c(cccc3=O)[C@@H]1N2C(=O)c1ccccc1)N1CCCCC1	1.1
CC(=O)N1[C@H](C(=O)N2CCCCC2)[C@@H](CO)[C@@H]2Cn3c(ccc(C4=CCCC4)c3=O)[C@@H]21	0.0

Remaining list, next part:
SMILES	Mtb BioA inh
C[C@@H]1CN([C@H](C)CO)C(=O)Cc2cc(NS(=O)(=O)c3ccc(F)cc3)ccc2O[C@H]1CN(C)S(=O)(=O)c1cccs1	-4.1
COc1ccc(S(=O)(=O)Nc2ccc3c(c2)C(=O)N([C@@H](C)CO)C[C@H](C)[C@@H](CN(C)S(C)(=O)=O)OCCCC[C@@H](C)O3)cc1	-0.1
CC(C)C#Cc1ccc2c(c1)O[C@H](CN(C)C(=O)c1cccnc1)[C@H](C)CN([C@H](C)CO)S2(=O)=O	2.8
CC=Cc1ccc2n(c1=O)C[C@H]1[C@H](CO)[C@@H](C(=O)N[C@H](C)c3ccccc3)N(C(=O)c3ccccn3)[C@@H]21 (mixture of isomers)	1.6
Cc1ccc(S(=O)(=O)N[C@@H]2C=C[C@H](CC(=O)NCc3ccncn3)O[C@H]2CO)cc1	-3.9

Compound activity from PubChem BioAssay.

A portion of the library (hit frequency here may not be typical).
